Screening results from PubChem.
Pf apPOL inh – Pf-apPOL DNA polymerase inhibition; Recombinant Pf-apPOL, molecular beacon fluorescence, 1.5 h; inhibition, % at 10 µM; 210,000 compounds, 0.25% hits; AID 1794808
mHTT CaM bind – disrupts binding of mutant huntingtin to calmodulin; AlphaScreen His-mHTT/GST-CaM binding, luminescence; inhibition, % at 15 µM; 190,000 compounds, 3.6% hits; AID 1671202;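 note: 0% = both proteins with DMSO and 100% = one protein alone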
Target sequence (P42858 whole entry, looked up, stated change not applied): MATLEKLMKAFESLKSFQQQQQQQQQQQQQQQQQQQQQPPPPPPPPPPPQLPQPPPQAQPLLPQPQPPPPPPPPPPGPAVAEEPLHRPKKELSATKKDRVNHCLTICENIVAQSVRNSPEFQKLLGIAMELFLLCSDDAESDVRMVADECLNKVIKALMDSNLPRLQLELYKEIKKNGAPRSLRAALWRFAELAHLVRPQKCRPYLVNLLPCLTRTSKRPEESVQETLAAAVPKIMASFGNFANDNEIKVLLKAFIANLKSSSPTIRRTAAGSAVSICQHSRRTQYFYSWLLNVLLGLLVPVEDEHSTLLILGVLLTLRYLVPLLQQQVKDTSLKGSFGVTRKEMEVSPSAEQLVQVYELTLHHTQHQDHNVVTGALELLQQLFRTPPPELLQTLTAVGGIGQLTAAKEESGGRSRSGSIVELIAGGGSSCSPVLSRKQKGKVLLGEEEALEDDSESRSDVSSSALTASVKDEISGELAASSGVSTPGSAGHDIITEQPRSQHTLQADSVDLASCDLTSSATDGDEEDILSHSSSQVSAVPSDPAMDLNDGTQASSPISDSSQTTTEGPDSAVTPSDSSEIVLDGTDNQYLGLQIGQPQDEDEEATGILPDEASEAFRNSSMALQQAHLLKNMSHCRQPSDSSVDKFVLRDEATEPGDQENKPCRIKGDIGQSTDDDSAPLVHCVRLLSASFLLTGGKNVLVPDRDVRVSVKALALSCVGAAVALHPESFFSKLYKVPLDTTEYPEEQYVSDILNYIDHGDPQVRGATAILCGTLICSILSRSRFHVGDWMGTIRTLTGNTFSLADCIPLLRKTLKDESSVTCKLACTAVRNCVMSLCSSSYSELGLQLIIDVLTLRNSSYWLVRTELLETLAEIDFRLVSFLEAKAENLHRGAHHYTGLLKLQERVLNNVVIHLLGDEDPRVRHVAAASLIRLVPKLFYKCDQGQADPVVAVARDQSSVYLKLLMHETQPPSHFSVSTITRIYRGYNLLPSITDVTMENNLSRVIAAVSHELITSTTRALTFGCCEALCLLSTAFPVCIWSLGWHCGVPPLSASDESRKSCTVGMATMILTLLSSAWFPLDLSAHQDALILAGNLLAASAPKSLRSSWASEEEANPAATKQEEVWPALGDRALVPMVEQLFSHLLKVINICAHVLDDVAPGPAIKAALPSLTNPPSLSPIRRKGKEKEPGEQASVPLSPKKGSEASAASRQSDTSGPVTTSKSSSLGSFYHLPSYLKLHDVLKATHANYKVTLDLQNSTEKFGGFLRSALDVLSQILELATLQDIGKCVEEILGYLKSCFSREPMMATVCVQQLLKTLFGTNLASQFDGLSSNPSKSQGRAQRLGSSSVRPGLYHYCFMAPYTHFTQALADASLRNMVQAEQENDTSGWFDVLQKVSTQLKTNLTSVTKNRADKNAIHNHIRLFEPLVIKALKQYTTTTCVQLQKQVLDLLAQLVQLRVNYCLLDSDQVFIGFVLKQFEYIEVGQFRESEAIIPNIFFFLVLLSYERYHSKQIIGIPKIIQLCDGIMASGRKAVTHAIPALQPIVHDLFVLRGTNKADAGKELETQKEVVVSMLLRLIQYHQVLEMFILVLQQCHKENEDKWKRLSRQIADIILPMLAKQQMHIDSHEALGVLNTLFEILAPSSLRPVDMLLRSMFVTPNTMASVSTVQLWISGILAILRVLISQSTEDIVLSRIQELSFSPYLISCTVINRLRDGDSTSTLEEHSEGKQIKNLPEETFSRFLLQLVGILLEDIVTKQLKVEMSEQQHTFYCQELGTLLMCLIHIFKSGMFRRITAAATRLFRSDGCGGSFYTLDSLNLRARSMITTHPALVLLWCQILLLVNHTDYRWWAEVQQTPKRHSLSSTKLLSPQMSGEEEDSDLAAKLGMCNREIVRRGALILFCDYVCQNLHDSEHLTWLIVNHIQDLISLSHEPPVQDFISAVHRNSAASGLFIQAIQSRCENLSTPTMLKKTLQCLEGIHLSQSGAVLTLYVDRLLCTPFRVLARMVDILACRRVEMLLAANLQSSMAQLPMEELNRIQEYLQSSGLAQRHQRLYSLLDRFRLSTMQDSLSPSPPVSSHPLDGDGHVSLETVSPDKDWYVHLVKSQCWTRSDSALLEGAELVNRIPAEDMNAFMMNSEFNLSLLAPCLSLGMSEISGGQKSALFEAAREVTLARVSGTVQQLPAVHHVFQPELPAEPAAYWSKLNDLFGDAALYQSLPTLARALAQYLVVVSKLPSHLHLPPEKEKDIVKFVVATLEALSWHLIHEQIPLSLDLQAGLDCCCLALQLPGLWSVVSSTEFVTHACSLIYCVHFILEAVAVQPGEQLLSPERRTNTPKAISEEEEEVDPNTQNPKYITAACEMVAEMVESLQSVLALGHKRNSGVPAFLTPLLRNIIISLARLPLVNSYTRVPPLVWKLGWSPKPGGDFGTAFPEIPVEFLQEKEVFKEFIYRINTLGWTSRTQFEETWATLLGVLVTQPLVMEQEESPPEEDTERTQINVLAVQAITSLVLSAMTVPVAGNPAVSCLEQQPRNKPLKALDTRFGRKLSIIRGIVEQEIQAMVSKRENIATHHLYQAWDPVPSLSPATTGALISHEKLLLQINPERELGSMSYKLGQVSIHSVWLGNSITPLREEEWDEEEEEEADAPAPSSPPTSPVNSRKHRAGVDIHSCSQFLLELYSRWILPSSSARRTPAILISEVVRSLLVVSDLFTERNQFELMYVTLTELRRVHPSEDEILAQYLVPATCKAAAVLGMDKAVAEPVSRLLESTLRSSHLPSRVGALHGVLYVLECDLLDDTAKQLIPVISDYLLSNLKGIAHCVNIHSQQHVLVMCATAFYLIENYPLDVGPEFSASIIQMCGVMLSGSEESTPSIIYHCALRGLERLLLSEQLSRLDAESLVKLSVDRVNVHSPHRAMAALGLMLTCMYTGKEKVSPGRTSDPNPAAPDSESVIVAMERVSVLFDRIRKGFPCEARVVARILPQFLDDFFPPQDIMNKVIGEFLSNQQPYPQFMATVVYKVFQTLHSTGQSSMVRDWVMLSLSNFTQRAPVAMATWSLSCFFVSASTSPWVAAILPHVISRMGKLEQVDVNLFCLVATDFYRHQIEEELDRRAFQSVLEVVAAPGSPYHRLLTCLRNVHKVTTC
* marks the source's active call; other numbers are inactive results. Cut-off read from the data, not from the text of the source: active = inhibition above about 50%; inactive = the rest. Hits appear at their usual frequency. Share with any hit: about 3.6%.

Screening Cc1ccc(C(=O)N2CCCN(C(=O)c3ccc(C)cc3)CC2)cc1 returned Pf apPOL inh 0 and mHTT CaM bind 2.
Screening COCCn1cc2c3c(cccc31)CN(C(=O)c1cnccn1)CC2 returned Pf apPOL inh -3 and mHTT CaM bind 12.
For N#Cc1ccc(NC(=O)C2CC(c3ccc(F)cc3)=NO2)cc1 (stereo not drawn) the results were Pf apPOL inh 0 and mHTT CaM bind -6.
For O=C(CCSc1ccc(Cl)cc1)Nc1nc(-c2ccncc2)cs1 the results were Pf apPOL inh 1 and mHTT CaM bind -6.
For O=C(CCc1nnc(-c2ccc(F)cc2)[nH]c1=O)N1CCCCC1 the results were Pf apPOL inh 1 and mHTT CaM bind 1.
`CC(C)CNC(=O)C1CCN(c2ccc3ccccc3c2)C1=O` (stereo not drawn) gave Pf apPOL inh -3 and mHTT CaM bind 1.
O=C(Cn1ccnc1)N1CCc2[nH]nc(-c3ccccc3)c2C1 was read as Pf apPOL inh -2 and mHTT CaM bind 0.
`COCCCNC(=O)C1CCN(c2nc3ccc(-c4ccccc4)nc3s2)CC1` gave Pf apPOL inh -7 and mHTT CaM bind 2.
For Cc1ccccc1OCC(=O)NC1CC(O)C(CO)C1 (stereo not drawn) the results were Pf apPOL inh 0 and mHTT CaM bind 2.
Screening O=C1OC(c2cccc(Br)c2)=N/C1=C\c1coc2ccccc2c1=O returned Pf apPOL inh -1 and mHTT CaM bind 0.
For Nc1cc(=O)[nH]c(SCC(=O)c2c(-c3ccccc3)[nH]c3ccccc23)n1 the results were Pf apPOL inh -6 and mHTT CaM bind 15.
O=C(Nc1ccccc1)c1cccc(-c2cnc(N3CCCCC3)nc2)c1 was read as Pf apPOL inh 4 and mHTT CaM bind -2.
For O=C(NCc1ccccc1)Nc1cccn2ncnc12 the results were Pf apPOL inh 1 and mHTT CaM bind -14.
`COc1ccc2oc(=O)c(C(=O)Oc3ccc(C(C)=O)cc3OC)cc2c1` gave Pf apPOL inh -3 and mHTT CaM bind -3.
O=C1c2ccc(-c3nc4ccccc4c(=O)o3)cc2C(=O)N1c1ccc([N+](=O)[O-])cc1 was read as Pf apPOL inh 12 and mHTT CaM bind 1.
Screening COc1cc2c(cc1OC)C(=O)Cc1ccc3c(c1CN(C)CC2)OCO3 returned Pf apPOL inh -12.
`O=C1CCCC2=C1C(c1ccccc1C(F)(F)F)c1c(ccc3ncccc13)N2` (stereo not drawn) gave Pf apPOL inh -5 and mHTT CaM bind -1.
For COc1cccc(CC(=O)Nc2ccc3c(c2)CCC(=O)N3C)c1 the results were Pf apPOL inh -3 and mHTT CaM bind -4.
Screening CCN1CCN(C(=O)c2c[nH]n3c(=O)c(Cc4cccc(C)c4)c(C)nc23)CC1 returned Pf apPOL inh 6 and mHTT CaM bind 10.
For Cc1ccc(C(=O)C=Cc2ccccc2C(=O)O)cc1 the results were Pf apPOL inh -6 and mHTT CaM bind -7.

Ordered by count of non-hydrogen atoms (rising): part of the list above.
For O=C(CCc1nnc(-c2ccc(F)cc2)[nH]c1=O)N1CCCCC1 the results were Pf apPOL inh 1 and mHTT CaM bind 1.
Screening Cc1ccc(C(=O)N2CCCN(C(=O)c3ccc(C)cc3)CC2)cc1 returned Pf apPOL inh 0 and mHTT CaM bind 2.
Screening CCN1CCN(C(=O)c2c[nH]n3c(=O)c(Cc4cccc(C)c4)c(C)nc23)CC1 returned Pf apPOL inh 6 and mHTT CaM bind 10.

Next section:
`CS(=O)(=O)Oc1ccc2c(c1)OC(=Cc1ccc(Br)cc1)C2=O` gave Pf apPOL inh -7 and mHTT CaM bind 2.
For COCCN=C1Nc2ncccc2NC12CCN(C(=O)Cc1ccccc1F)CC2 the results were Pf apPOL inh -4 and mHTT CaM bind 5.
`O=C(CCCc1ccccc1)N1CCCn2nc(-c3ccc(Cl)cc3)cc2C1` gave Pf apPOL inh 0 and mHTT CaM bind 88*.
Screening CC(=O)Nc1ccc2nc(N3CCC(C(=O)NCCN4CCCCC4)CC3)cc(C)c2c1 returned Pf apPOL inh -2 and mHTT CaM bind 11.
For COc1ccc(Nc2ncc3c(n2)CCN(Cc2cc(Br)cs2)C3)cc1 the results were Pf apPOL inh -9 and mHTT CaM bind 66*.
For COc1ccc(NC(=O)CCN2CCCC2)cc1 the results were Pf apPOL inh -16 and mHTT CaM bind 6.
For Cc1ccc(-c2nc(C=Nc3ccc(I)cc3C)c(O)o2)cc1 the results were Pf apPOL inh -4 and mHTT CaM bind 4.
`Cc1ccc(C(c2ccccc2)C2([N+](=O)[O-])C(=O)c3ccccc3C2=O)c(C)c1` (stereo not drawn) gave Pf apPOL inh 13 and mHTT CaM bind -50.
`O=C(CSc1nc2[nH]ncc2c(=O)n1-c1cccc(Cl)c1)c1ccc(Cl)cc1` gave Pf apPOL inh -5 and mHTT CaM bind 18.
`O=C(Nc1ccc(N2CCC(C(F)(F)F)CC2)nc1)c1ccc(OC(F)(F)F)cc1` gave Pf apPOL inh 0.
O=C(O)CC(CC(=O)O)c1ccc(Br)cc1 was read as Pf apPOL inh 4 and mHTT CaM bind -1.
Cc1cccc(OCC(=O)NN)c1 was read as Pf apPOL inh -7 and mHTT CaM bind 2.
C=CCN(CC=C)C(=O)c1cccs1 was read as mHTT CaM bind 0.
Screening CC(C)(CC(=O)O)CC(=O)NNc1c(Cl)cncc1Cl returned Pf apPOL inh -5.
COc1ccc(N=C2NC(=O)CC(C(=O)Nc3ccccc3F)S2)cc1 (stereo not drawn) was read as Pf apPOL inh 1 and mHTT CaM bind 0.
`COc1ccccc1CC(=O)Nc1cncnc1` gave Pf apPOL inh -2 and mHTT CaM bind 0.
C[C@@H](NCCc1ccc(O)cc1)[C@@H](O)c1ccc(O)cc1 was read as Pf apPOL inh -4.
For CN(C)CCN1C(=O)C2C(c3ccccc3)C=CC(c3ccccc3)C2C1=O (stereo not drawn) the results were Pf apPOL inh 5 and mHTT CaM bind 19.
For c1ccc(CN2CCN(C3CC4CCC3C4)CC2)cc1 (stereo not drawn) the results were Pf apPOL inh -1 and mHTT CaM bind -2.
Screening COc1ccc(N(C(=O)C2CCCC2)C2C=CS(=O)(=O)C2)c(OC)c1 (stereo not drawn) returned Pf apPOL inh -1 and mHTT CaM bind -2.

Structural class: the compounds so far containing a Cl atom
For O=C(CCSc1ccc(Cl)cc1)Nc1nc(-c2ccncc2)cs1 the results were Pf apPOL inh 1 and mHTT CaM bind -6.
`O=C(CCCc1ccccc1)N1CCCn2nc(-c3ccc(Cl)cc3)cc2C1` gave Pf apPOL inh 0 and mHTT CaM bind 88*.
`O=C(CSc1nc2[nH]ncc2c(=O)n1-c1cccc(Cl)c1)c1ccc(Cl)cc1` gave Pf apPOL inh -5 and mHTT CaM bind 18.
Screening CC(C)(CC(=O)O)CC(=O)NNc1c(Cl)cncc1Cl returned Pf apPOL inh -5.

Remaining list, next part:
O=S1(=O)N[C@@H](Cc2ccccc2)COc2cccc(N3CCN(Cc4ccccc4F)CC3)c21 was read as Pf apPOL inh -10 and mHTT CaM bind 89*.
Screening COc1ccc(C)cc1NC(=O)CN1CCC(c2nc(-c3ccc(F)cc3)no2)CC1 returned Pf apPOL inh 1 and mHTT CaM bind 2.
`CC1CCN(CCNC(=O)C2CCN(c3ncnc4c3nc3n4CCCCC3)CC2)CC1` gave Pf apPOL inh -3 and mHTT CaM bind 0.
For COc1ccc(-c2coc3cc4oc(=O)c(C)c(C)c4cc23)cc1 the results were Pf apPOL inh -2 and mHTT CaM bind 16.
`CCOC(=O)[C@]12Cc3c(cc(OC)c(OC)c3OC)[C@H]1N(Cc1ccccc1)C(=O)c1cc(F)c(F)cc12` gave Pf apPOL inh 0 and mHTT CaM bind 8.
`O=C(NCCOc1cccc2cccnc12)c1cc(-c2ccco2)on1` gave Pf apPOL inh -8 and mHTT CaM bind 3.
Screening COCCNC(=O)C1(C)CCC(=O)N1Cc1ccccc1 (stereo not drawn) returned Pf apPOL inh -2 and mHTT CaM bind -4.
Screening Cc1cc(C)c(C#N)c(SCCSc2nc(C)cc(C)c2C#N)n1 returned Pf apPOL inh 9 and mHTT CaM bind -5.
For CN1CCOc2ccc(NC(=O)c3cc(-c4cccs4)[nH]n3)cc2C1=O the results were Pf apPOL inh -7 and mHTT CaM bind -7.
O=C(O)C[C@H]1c2cc(C(F)(F)F)ccc2S(=O)(=O)N1c1ccccc1 was read as Pf apPOL inh 38 and mHTT CaM bind 35.
For O=C(c1ccc(F)c(F)c1)N1CCCC(c2ccnc(-c3ccccc3)n2)C1 (stereo not drawn) the results were Pf apPOL inh 1 and mHTT CaM bind -1.
Nc1nnc(Sc2ccc([N+](=O)[O-])c3ncccc23)s1 was read as Pf apPOL inh -3 and mHTT CaM bind 9.
For Cc1nc(CNC(=O)C2CCCN2S(=O)(=O)c2ccc3c(c2)oc(=O)n3C)cs1 (stereo not drawn) the results were Pf apPOL inh 2 and mHTT CaM bind 0.
For O=C(Nc1ccccc1F)c1ccc(Cn2cncn2)cc1 the results were Pf apPOL inh -5 and mHTT CaM bind -2.
For O=C1C2C3C=CC(CC3)C2C(=O)N1c1ccc(Cl)cc1 (stereo not drawn) the results were Pf apPOL inh 22 and mHTT CaM bind -2.
Screening Cc1ccc(N2CCC(NC(=O)Nc3ccc(F)cc3)C2=O)cc1 (stereo not drawn) returned Pf apPOL inh 3 and mHTT CaM bind -1.
Cc1cc(C)cc(-n2ccnc(NC(=O)Nc3ccc(C)c(C)c3)c2=O)c1 was read as Pf apPOL inh -3 and mHTT CaM bind -5.
`O=C(O)c1cccc(NC2=CC(=NS(=O)(=O)c3ccc(F)cc3)c3ccccc3C2=O)c1` gave Pf apPOL inh 17 and mHTT CaM bind 45.
Screening Cc1ccc(C(=O)N2CCc3c(c(-c4nc(Cc5ccccc5)no4)nn3C)C2)cc1C returned Pf apPOL inh -6 and mHTT CaM bind -1.
For CCOc1ccc(-n2nc3ccc(NC(=O)c4cc([N+](=O)[O-])ccc4Cl)cc3n2)cc1 the results were Pf apPOL inh 0 and mHTT CaM bind -1.
O=C(Cn1nc2c(cc1=O)CCCC2)Nc1ccc(F)cc1 was read as Pf apPOL inh 1 and mHTT CaM bind 2.
`Cc1ccc(NC(=O)c2cc3c(CO)cnc(C)c3oc2=Nc2ccc(F)c(Cl)c2)cc1` gave Pf apPOL inh 1 and mHTT CaM bind 3.
Screening CCC1C(c2ccccc2)NC(c2ccccc2)CC1(C)O (stereo not drawn) returned Pf apPOL inh -7 and mHTT CaM bind -6.
Cc1nc(-n2cccc2)sc1C(=O)NCc1cc(-c2ccco2)on1 was read as Pf apPOL inh -7 and mHTT CaM bind -1.
`O=C(CCN1C(=O)c2ccc([N+](=O)[O-])cc2C1=O)Nc1ccccc1-c1ccccc1` gave Pf apPOL inh -1 and mHTT CaM bind 2.
For Cc1cccc(C(=O)Nc2ccc(N3CCN(C4CCCC4)C3=O)nc2)c1 the results were Pf apPOL inh 3 and mHTT CaM bind -4.
Screening Cn1cc(C(=O)NC2CCCC2)c2c3ccccc3n(C)c2c1=O returned Pf apPOL inh -3 and mHTT CaM bind 7.
COc1ccc(C(=O)Oc2ccc3c(c2)OC(=Cc2cccc(OC)c2OC)C3=O)cc1OC was read as Pf apPOL inh -6 and mHTT CaM bind 1.
`CCc1ccc(CNC(=O)c2ccc3c(c2)NC(=O)C(N2CCCCC2)S3)cc1` (stereo not drawn) gave Pf apPOL inh -1 and mHTT CaM bind 5.
CCOC(=O)C1CCN(C(=O)c2sc(-c3ccccc3)nc2C)CC1 was read as Pf apPOL inh -14.
`O=S1(=O)CC2c3ccccc3CCN2CN1Cc1ccccc1` (stereo not drawn) gave Pf apPOL inh -4 and mHTT CaM bind -11.
`O=C(c1ccc(OCC2CCN(C(=O)C3CCCO3)CC2)cc1)N1CCCCC1` (stereo not drawn) gave Pf apPOL inh 1 and mHTT CaM bind 2.
COC(=O)Cn1cnc([N+](=O)[O-])n1 was read as mHTT CaM bind -6.
Screening CCOCC(=O)Nc1cc(F)c2[nH]c(=O)ccc2c1 returned Pf apPOL inh 11 and mHTT CaM bind -2.
Screening COc1cc(NC(=O)c2c(-c3ccccc3)noc2C)c(OC)cc1Cl returned Pf apPOL inh 1 and mHTT CaM bind 0.
For CCCCOC(=O)c1ccc(O)cc1 the results were Pf apPOL inh 2 and mHTT CaM bind -6.
Screening COc1ccc(OCc2nc(C(=O)N3CCC(C)CC3)cs2)cc1 returned Pf apPOL inh -2 and mHTT CaM bind -4.
For Cc1ccc(/C=C2/SC(=Nc3cccc(C)c3)NC2=O)cc1 the results were Pf apPOL inh -1 and mHTT CaM bind 2.
For Cc1ccc(-c2nnc(-c3ccc(N4CCC(C)CC4)nc3)o2)cc1 the results were Pf apPOL inh -2 and mHTT CaM bind -5.
`COc1ccc2nc(SCC(=O)Nc3ccc(N(C)C)cc3)[nH]c2c1` gave Pf apPOL inh -7 and mHTT CaM bind 46.

The list goes on, starting with the last 4 of the part before.
Screening COc1ccc(OCc2nc(C(=O)N3CCC(C)CC3)cs2)cc1 returned Pf apPOL inh -2 and mHTT CaM bind -4.
For Cc1ccc(/C=C2/SC(=Nc3cccc(C)c3)NC2=O)cc1 the results were Pf apPOL inh -1 and mHTT CaM bind 2.
For Cc1ccc(-c2nnc(-c3ccc(N4CCC(C)CC4)nc3)o2)cc1 the results were Pf apPOL inh -2 and mHTT CaM bind -5.
`COc1ccc2nc(SCC(=O)Nc3ccc(N(C)C)cc3)[nH]c2c1` gave Pf apPOL inh -7 and mHTT CaM bind 46.
For CCOc1ccccc1NC(=O)c1cc(S(=O)(=O)N2CCC3(CC2)OCCO3)ccc1F the results were Pf apPOL inh 33 and mHTT CaM bind -1.
`CCN1C(=O)CCc2cc(NC(=O)c3n[nH]c4ccccc34)ccc21` gave Pf apPOL inh -7 and mHTT CaM bind 8.
For CCOc1nccnc1N1CCC(NS(=O)(=O)C2CC2)C1 (stereo not drawn) the results were Pf apPOL inh -3 and mHTT CaM bind -4.
CCCN(CCO)CC1CCCCC1 was read as Pf apPOL inh -3 and mHTT CaM bind -4.
`O=[N+]([O-])/C(C(=C(Cl)Cl)N1CCCCCC1)=C1\NCCO1` gave Pf apPOL inh -87 and mHTT CaM bind 10.
`Cc1cccc(C(=O)N2CCCC2c2nc(-c3ccccc3C)no2)c1` (stereo not drawn) gave Pf apPOL inh -3 and mHTT CaM bind -5.
